# Screening results (PubChem)
# AmpC inh det = inhibitors of E. coli AmpC beta-lactamase with detergent | P00811 | purified AmpC, nitrocefin hydrolysis with detergent | Potency, µM (doses to about 28.7 µM), without a hit: top-dose activity change, negative = inhibition | 71,000 compounds, 0.09% hits; active = well fitted curve in the direction sought with a large enough effect
# Target sequence (P00811 whole entry, looked up): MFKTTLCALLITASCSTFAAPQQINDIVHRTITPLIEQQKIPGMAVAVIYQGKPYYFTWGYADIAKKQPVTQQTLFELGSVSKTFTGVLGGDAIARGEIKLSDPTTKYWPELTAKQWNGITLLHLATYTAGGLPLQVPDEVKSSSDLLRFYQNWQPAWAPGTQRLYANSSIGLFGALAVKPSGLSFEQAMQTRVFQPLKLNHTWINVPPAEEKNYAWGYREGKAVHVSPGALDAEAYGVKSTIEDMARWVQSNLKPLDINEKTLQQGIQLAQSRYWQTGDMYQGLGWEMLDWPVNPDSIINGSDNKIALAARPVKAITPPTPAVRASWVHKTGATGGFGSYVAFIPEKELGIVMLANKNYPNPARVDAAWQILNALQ
#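 E. coli AmpC (5.3 nM) in 20 mM phosphate pH 7.0 with 0.01% Triton X-100, preincubated 15 min RT with compound; nitrocefin (2 uL of 800 uM stock) hydrolysis followed by 480 nm absorbance every 20 s over 4 min.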
# Starred values were filed as active, the others as inactive; & = joins results of further samples; [ ] = another dose, or the depositor's remark. % is scaled to controls: 0 for no effect and ±100 for the full control effect; potency is read from the fitted curve at half-maximal effect.
mol	AmpC inh det
C/C(=N/NS(=O)(=O)c1ccc(C)cc1)P(=O)(O)O	-5%[5.75 µM]
COCC(=O)NC1CCN(C(=O)NCc2ccccc2)CC1	14%
CCCc1ncc(C(O)c2ccc(OC)cc2)n1C (centres undefined)	6%
CCC(=O)N1CCc2cc(S(=O)(=O)NCCC(=O)Nc3ccccc3C)ccc21	-4%
COC(=O)[C@@]1(Cc2ccc(OC)cc2)[C@H]2c3cc(C(=O)N4CCCC4)n(CCc4c[nH]c5ccc(O)cc45)c3C[C@H]2CN1C(=O)c1ccccc1	-4%
O=C(O)C(Cc1cccs1)C(=O)O	1%[5.75 µM]
COc1ccccc1-c1ccc2ncnc(NCc3ccccc3)c2c1	9%
CC(C)(C#CCN1CCCC1)OCCC#N	-1%
COc1ccc(Br)cc1CN1CCN(CCO)CC1	7%
O=C(CCN1CCN(c2ccc(Cl)cc2)CC1)Nc1ccccc1F	14%
CS(=O)(=O)N1CCC(C(=O)Nc2ccc(Cl)c(C(F)(F)F)c2)CC1	-3%
CC(C)(C)NC[C@H](O)COc1cccc2c1CCCC2=O	1%&2%[12.8 µM]
CCn1cc(C(=O)OCC(=O)OC2CC(C)CCC2C(C)C)c(=O)c2ccc(C)nc21 (centres undefined)	-3%
CC(=O)c1ccc(N2CCN(C(=O)c3cc(C)on3)CC2)cc1	-3%
Cc1ccc(NS(=O)(=O)c2cccc(C(=O)O)c2)c(C)c1	8%

# Continuation:
mol	AmpC inh det
COC(=O)[C@@]1(Cc2ccc(OC)cc2)[C@H]2c3cc(C(=O)N4CCCC4)n(Cc4ccc(OC)c(OC)c4)c3C[C@H]2CN1C(=O)c1ccccc1	2%
CCCCn1c(O)c(C(C)=Nc2c(C)n(C)n(-c3ccccc3)c2=O)c(=O)[nH]c1=O	-4%
Cc1cc(N2CCN(c3ccccc3)CC2)n2c(n1)nc1ccccc12	11%
CCOC(=O)Cc1cn2c(=O)cc(CSCC(=O)Nc3ccc(C)c(C)c3)nc2s1	-5%
Cc1cc(NC(=O)Cn2nc(C(F)(F)F)c3c2CCCC3)no1	-4%
O=C(CSc1ccc(-c2ccc(F)cc2)nn1)N1CCCCC1	-1%
COc1ccccc1NC(=O)C(O)C(O)C(=O)Nc1ccccc1OC (centres undefined)	-4%
Cc1cccc(-n2nnc(C(=O)NCc3ccc4c(c3)OCO4)c2N)c1	-4%
c1ccc(-c2noc(-c3ccc4ccccc4c3)n2)cc1	1%
O=C(CCNS(=O)(=O)c1cccs1)NCc1ccco1	-3%
Cc1cc2ccccc2c(=O)n1CC(=O)NCC(=O)N1CCN(c2ccccc2F)CC1	0%
COc1ccccc1Nc1nc(-c2cccs2)cs1	-5%
COCCn1c(SCC(=O)c2cccc(OC)c2)nnc1-c1ccco1	17%
c1ccc(CNc2nc(-c3ccoc3)nc3ccccc23)cc1	9%
C=CCNC(=O)C1CC(=O)N(c2ccc(OCC(=O)Nc3cccc(OC)c3)cc2)C1 (centres undefined)	-4%

# (list continues)
mol	AmpC inh det
CCOC(=O)c1sc(=S)n(-c2cc(OC)ccc2OC)c1N	-7%
Cc1cc(C)cc(Nc2ncc3c(n2)CC(c2ccco2)CC3=O)c1 (centres undefined)	-1%
Cc1nnc(SCC(=O)Nc2ccccc2NC(=O)CSc2nnc(C)s2)s1	-4%
CCC(=O)Nc1nc2ccc3nc(C)sc3c2s1	13%
O=C(O)CCC/C=C\C[C@H]1[C@@H](/C=C\[C@@H](O)C2Cc3ccccc3C2)[C@H](F)C[C@H]1O	0%
c1ccc(C(c2nnnn2Cc2cccs2)N2CCN(C3CCCC3)CC2)cc1 (centres undefined)	9%
O=c1c(-c2cccs2)nc2cnc(Oc3ccccc3)nc2n1C1CC1	-3%
CS(=O)c1ccc(-c2nc(-c3ccc(F)cc3)c(-c3ccncc3)[nH]2)cc1 (centres undefined)	-3%&-8%
CCc1c(C)sc(NC(=O)C2CCCCC2C(=O)O)c1C(N)=O (centres undefined)	6%
c1ccc2c(c1)OCC(c1nn3cnnc3s1)O2 (centres undefined)	15%
O=C(Nc1ccc(S(=O)(=O)N2CCOCC2)cc1)c1ccc(Cl)s1	1%
CCN1C(=O)/C(=C2/Sc3ccc(OC)cc3N2C)SC1=Nc1cccc(O)c1	-4%
CCN(CCCNC(=O)CNC(=O)Cn1cnc2ccccc2c1=O)c1ccccc1	-4%
COc1ccc2c(c1OC)CN(C)CCc1cc3c(cc1C(O)C2)OCO3 (centres undefined)	-1%
Cc1ccc(S(=O)(=O)N(C)c2nonc2C)cc1	-1%

# Remaining list, next part:
mol	AmpC inh det
Cc1ccc(S(=O)(=O)N2C(=O)CCC2C(=O)N2CCN(C)CC2)cc1 (centres undefined)	-6%
O=C(Nc1ccc2c(c1)CCC2)C1CCCO1 (centres undefined)	-3%
CCOC(=O)c1sc(NC(=O)COC(=O)c2ccco2)nc1C	-3%
O=P(C1=C(N2CCOCC2)/C(=C\c2ccccc2)CC1)(N1CCOCC1)N1CCOCC1	-5%
CSc1ncccc1C(=O)OCc1ccccc1F	2%
O=c1[nH]cnc2c1oc1ccccc12	5%
COC(=O)c1ccc(NC(=O)CN2CCN(S(=O)(=O)c3cc(Cl)ccc3OC)CC2)cc1	-6%
Cc1sc2nc(C3CC3)nc(N3CCN(S(=O)(=O)c4ccc(F)cc4)CC3)c2c1C	3%
CCCn1c(OC)nc2c1c(=O)n(C)c(=O)n2C	8%
Cc1cc(NC(=O)CSc2nnc3c4c(C)c(C)sc4ncn23)no1	-1%
Cc1nn(Cc2ccc(Cl)cc2)c(C)c1NC(=O)C1CC=CCC1C(=O)O (centres undefined)	15%
O=C(NCc1cccnc1)C1c2ccccc2C(=O)N1C1CCCCCCC1 (centres undefined)	0%
Cc1cc(C)nc(SCNC(=O)c2ccccc2)n1	-3%
COc1ccc(C(=O)N(Cc2ccco2)C(C(=O)NC2CCCC2)c2ccc(O)cc2)cc1OC (centres undefined)	-2%
COc1ccc(CN(CCCN2CCOCC2)C(=O)Nc2cccc(Cl)c2)cc1OC	-2%

# Later entries
mol	AmpC inh det
O=C(Nc1ccc(NC(=O)C23CC4CC(CC(C4)C2)C3)cn1)c1ccco1	0%
O=CN1Cc2[nH]c3ccccc3c2N(c2ccc(Cl)cc2)C1=O	-3%
CC(C)(C)c1ccc([C@@H](O)CCCN2CCC(C(O)(c3ccccc3)c3ccccc3)CC2)cc1	-1%[12.8 µM]
CCc1nccn1S(=O)(=O)c1cc(Br)ccc1OC	-1%
N#CC1=C(N)C(C#N)(C#N)C2(C(=O)Nc3ccccc32)C2CCCC=C12 (centres undefined)	4%
COc1cc(N=C(N)N=C(N)N)c2ncccc2c1	2%[5.75 µM]
COc1cccc(OC)c1OCCNC[C@@H]1COc2ccccc2O1	-4%&3%
Cc1ccc(NC(=O)CSc2nnc([C@@H](N)Cc3c[nH]c4ccccc34)o2)c(C)c1	-4%
O=C(Cn1nnc(-c2ccccc2)n1)N1CCN(S(=O)(=O)c2ccc(Cl)cc2)CC1	-3%
Cc1ccc(S(=O)(=O)N(CC(=O)N2CCC(C(N)=O)CC2)c2cccc(C(F)(F)F)c2)cc1	-2%
c1ccc2c(c1)Nc1ccccc1S2	8%
O=C(c1cn[nH]c1)c1cc(F)ccc1O	-3%
COCCCNC(=O)c1c(N)n(-c2ccc3c(c2)OCO3)c2nc3ccccc3nc12	-2%
O=c1[nH]c(CN2CCN(Cc3ccccc3)CC2)nc2sc3c(c12)CCC3	16%
COc1ccc2[nH]cc(CCNc3ncnc4ccc(-c5ccoc5)cc34)c2c1	10%

# Going on with the list:
mol	AmpC inh det
COc1ccc(C2NC(=O)NC(C)=C2C(=O)Nc2cc(C)ccc2C)cc1OC (centres undefined)	1%
COc1ccccc1OCCCc1c(C)n[nH]c1C	3%
Cc1cccc(-c2nc(CN3CCCC(C(=O)NC4CCCC4)C3)c(C)o2)c1 (centres undefined)	-3%
CCN1CCN(Cc2nc3c(c(=O)n(C)c(=O)n3C)n2C(C)C(C)=O)CC1 (centres undefined)	-3%
CC(NC(=O)Cc1cccs1)C(c1cccs1)N1CCOCC1 (centres undefined)	13%
CCn1nnc(NC(=O)COc2ccc(C3CCCCC3)cc2)n1	-1%
COc1ccc(C(=O)NCC(c2cccnc2)N2CCN(c3ccc(F)cc3)CC2)cc1OC (centres undefined)	13%
COc1oc(-c2ccccc2)nc1C(F)(F)F	-2%
O=C(Cn1cnc2ccccc2c1=O)Nc1ccc2c(c1)OCCO2	-6%
COC(=O)CNC(=O)C1(CC(C)C)C=CCN1C(C)=O (centres undefined)	10%
Cc1cccc(NC(=O)CSc2nnc(CCCCCNC(=O)OC(C)(C)C)o2)c1C	-1%
CC1CCCCC1NC(=O)c1cc2c(s1)CS(=O)(=O)C2 (centres undefined)	-1%
COC(=O)C(F)(F)Sc1c(C)[nH]c2ccccc12	-4%
CC(=O)Nc1ccc(S(=O)(=O)N2CCCC2C(=O)O)cc1 (centres undefined)	7%
CCOC(=O)Cc1cc(=O)n2[nH]c(C)c(-c3ccccc3)c2n1	8%

# (cont.)
mol	AmpC inh det
Cc1cc(=O)n2ncnc2n1COCCO	-2%
O=c1sc2ccccc2n1CCOc1ccccc1	7%
CC(C)(C)NC(=O)C(OC(=O)Cn1nnc(-c2ccc(F)cc2)n1)c1ccncc1 (centres undefined)	1%
COC(=O)CSc1nc2cc3c(cc2cc1C#N)OCO3	23%
CCOc1ccc2[nH]c(=O)c(CN(CCOC)C(=O)N3CCOCC3)cc2c1	2%
COC(=O)c1ccc(S(=O)(=O)NCc2cccc(OC)c2)n1C	-1%
O=C(Oc1ccc2c(c1)OCO2)c1ccc(Br)c(S(=O)(=O)N2CCOCC2)c1	-5%
O=C(CC(c1ccccc1O)N1CCCCC1)N1CCCCC1 (centres undefined)	-4%
Cc1cc(NC(=O)c2cc(-c3ccccc3)on2)n(-c2ccccc2)n1	-2%
CCOC(=O)C1=C(C)NC(=O)NC1c1cccnc1 (centres undefined)	-2%
Cc1ccc(-c2nc(CSCC(=O)NCCN3CCN(Cc4ccccc4)CC3)c(C)o2)cc1	-5%
COc1ccc(C2C(C(C)=O)=C(C)N=c3s/c(=C\c4cc(C)n(C)c4C)c(=O)n32)c(OC)c1 (centres undefined)	7%
O=C(O)c1cc2c(ccc3ccccc32)[nH]1	-6%
CCc1ccccc1O	6%
CCOC(=O)c1c(NC(=O)c2ccc(Cl)s2)sc(C)c1C	10%

# Later entries
mol	AmpC inh det
Cc1ccc(C)c(NC(=O)c2ccccc2O)c1	0%
C[C@@](N)(C(=O)O)c1ccc(P(=O)(O)O)cc1	-1%
COC(=O)c1ccc(CSCC(=O)Nc2cc(OC)cc(OC)c2)o1	9%
Cc1cc(C)c2c(n1)SCC(=O)N2CC(=O)NCCC1=CCCCC1	4%
CC1=CC(=O)CC(C)(C)C1(O)/C=C/C(C)=C\C(=O)O (centres undefined)	8%
O=C1CSC(=Nc2cc(Cl)ccc2Cl)N1	-5%
O=C(NCCCN1CCOCC1)c1cc(-c2ccc(Cl)cc2)on1	8%
COc1ccccc1OCCn1c(CO)nc2ccccc21	12%
COc1ccc(NC(=O)N2CC[C@@]3(CCCN(S(C)(=O)=O)C3)C2)cc1	-2%
O=C(Nc1cc(N2CCOCC2)ncn1)Nc1cccc2ccccc12	-5%
CC(C)(C)C(=O)/C=C(N)/C=C/c1ccccc1	3%
O=C(O)Cc1[nH]cnc1C(=O)O	0%[5.75 µM]
COC(=O)c1cc(NC(=O)c2c(Cl)nc3sccn23)cc(C(=O)OC)c1	14%
Cc1ccc(S(=O)(=O)Nc2nncs2)cc1	-3%
N=c1sccn1CC(=O)Nc1ccccc1-c1ccccc1	-5%

# Given field by field: entries from further up.
SMILES: Cc1cc(C)c2c(n1)SCC(=O)N2CC(=O)NCCC1=CCCCC1
  AmpC inh det = 4%

SMILES: CC1=CC(=O)CC(C)(C)C1(O)/C=C/C(C)=C\C(=O)O (centres undefined)
  AmpC inh det = 8%

SMILES: O=C1CSC(=Nc2cc(Cl)ccc2Cl)N1
  AmpC inh det = -5%

SMILES: O=C(NCCCN1CCOCC1)c1cc(-c2ccc(Cl)cc2)on1
  AmpC inh det = 8%

# As entered above.
# Entry of `COc1ccc(NC(=O)N2CC[C@@]3(CCCN(S(C)(=O)=O)C3)C2)cc1` under AmpC inh det: -2%
# Entry of `COc1ccccc1OCCn1c(CO)nc2ccccc21` under AmpC inh det: 12%
# Entry of `O=C(Nc1cc(N2CCOCC2)ncn1)Nc1cccc2ccccc12` under AmpC inh det: -5%
# Entry of `Cc1cc(C)c2c(n1)SCC(=O)N2CC(=O)NCCC1=CCCCC1` under AmpC inh det: 4%
# Entry of `CC(C)(C)C(=O)/C=C(N)/C=C/c1ccccc1` under AmpC inh det: 3%
# Entry of `COC(=O)c1ccc(CSCC(=O)Nc2cc(OC)cc(OC)c2)o1` under AmpC inh det: 9%
# Entry of `O=C1CSC(=Nc2cc(Cl)ccc2Cl)N1` under AmpC inh det: -5%

# Carrying on:
mol	AmpC inh det
O=C(O)c1ccccc1-c1ccc(/C=c2\sc3nc4cc(Br)cnc4n3c2=O)o1	-4%
CCCc1nc(N)c(C#N)c(-c2ccco2)c1CC	-3%
CCC1CCCCN1C(=O)Nc1ccc(F)cc1 (centres undefined)	-4%
Cc1ccc(S(=O)(=O)NCC(=O)OCC(=O)N2CCc3ccccc32)cc1	2%
CC1(C)CC(=O)C2=C(C1)N(CCN1CCOCC1)C1=C(C(=O)CC(C)(C)C1)C2c1cccc(Cl)c1	-4%
COCC(=O)NCCc1nc(-c2ccccc2)cs1	-2%
O=c1[nH]c2ccccc2n1CCCSc1cnc2ccccc2n1	-3%
CCOC(=O)C1SC2(C(F)F)CC1(O)c1c(c(OC)c3occc3c1OC)O2 (centres undefined)	-3%
CCOC(=O)CSc1nnc(CNC(=O)Cc2ccccc2)n1-c1ccccc1OC	8%
CCOC(=O)Cc1csc(NC(=O)c2ccoc2C)n1	-4%

# Not all compounds are listed. The share of hits here may be higher or lower than overall.
